Compound activity: PubChem, Broad Institute
NFkB binder: binders of NF-kB p50 subunit, primary screen, biochemical, small molecule microarray, anti-His fluorescence; anti-His fluorescence binding; calls only; hit rate 1.3% among 17,000;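 active means spot fluorescence over background significantly raised, with a chance value under 7% in all four replicate spots of the compound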;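 further: probe protein is his-tagged human p50 processed subunit at 1 µg/ml; raw spot fluorescence signals with no normalization applied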
Target sequence (P19838 1-433 limits assumed): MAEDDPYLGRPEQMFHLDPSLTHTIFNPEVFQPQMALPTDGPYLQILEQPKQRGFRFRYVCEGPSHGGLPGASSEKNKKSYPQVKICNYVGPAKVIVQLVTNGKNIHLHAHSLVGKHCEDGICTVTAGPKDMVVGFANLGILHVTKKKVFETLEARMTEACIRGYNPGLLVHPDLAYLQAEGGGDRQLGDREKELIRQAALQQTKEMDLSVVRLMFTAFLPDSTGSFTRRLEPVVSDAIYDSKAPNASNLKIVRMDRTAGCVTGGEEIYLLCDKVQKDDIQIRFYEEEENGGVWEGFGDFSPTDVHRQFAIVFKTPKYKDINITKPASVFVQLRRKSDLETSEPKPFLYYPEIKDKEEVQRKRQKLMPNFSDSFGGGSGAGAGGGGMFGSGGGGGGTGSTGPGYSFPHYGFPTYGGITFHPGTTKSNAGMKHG
Calls only; i = inactive; + = active, no number. Some of the compounds tested (hit frequency here may not be typical).

SMILES	NFkB binder
COCCOC(=O)N1C(=O)[C@@]2(c3cc(C#CCCO)ccc31)[C@H](c1ccccc1OCCO)N1[C@H](c3ccccc3)[C@H](c3ccccc3)OC(=O)[C@H]1[C@@H]2C(=O)N1CCc2cc(OC)c(OC)cc2C1	i
N#Cc1c(NC(=O)c2ccc(COc3ccccc3Cl)o2)sc2c1CCCC2	i
CC(C)NC(=O)Nc1ccc2c(c1)C(=O)N([C@@H](C)CO)C[C@@H](C)[C@H](CN(C)Cc1ccccc1)OCCCC[C@@H](C)O2	i
C[C@@H]1CN([C@@H](C)CO)C(=O)c2cc(NC(=O)c3ccncc3)ccc2O[C@@H](C)CCCCO[C@@H]1CN(C)C(=O)C1CCCCC1	i
CC(C)NC(=O)N(C)C[C@H]1Oc2c(NC(=O)C3CCOCC3)cccc2C(=O)N([C@H](C)CO)C[C@H]1C	i
COC(=O)c1ccccc1NC(=O)CSc1nnnn1-c1ccccc1OC	i
C[C@H]1CN([C@@H](C)CO)C(=O)c2cccc(NC(=O)c3nc4ccccc4s3)c2O[C@H]1CN(C)CC1CC1	i
COc1ccc(Cl)cc1NC(=O)CSc1nc2ccccc2n1-c1ccccc1	i
C[C@@H]1CCCCO[C@H](CN(C)Cc2ccc(Cl)c(Cl)c2)[C@H](C)CN([C@@H](C)CO)C(=O)c2cc(NS(=O)(=O)c3cn(C)cn3)ccc2O1	i
C[C@@H]1CN([C@@H](C)CO)C(=O)c2cc(NS(=O)(=O)c3ccc(Cl)cc3)ccc2O[C@@H]1CN(C)C(=O)NC1CCCCC1	i
CCn1c(SCC(=O)Nc2cc(C(F)(F)F)cc(C(F)(F)F)c2)nnc1-c1ccncc1	i
C[C@@H]1CCCCO[C@@H](CN(C)Cc2ccccc2)[C@H](C)CN([C@@H](C)CO)C(=O)c2cc(NC(=O)CCC(F)(F)F)ccc2O1	i
COc1ccc(N(CC(=O)O)S(C)(=O)=O)cc1OC	i
C[C@@H]1CN([C@H](C)CO)C(=O)Cc2cc(NS(=O)(=O)c3ccc(Cl)cc3)ccc2O[C@@H]1CN(C)CC1CCCCC1	i
O=C(CC1(O)C(=O)Nc2ccccc21)c1ccc(OCC(=O)N2CCOCC2)cc1 (centres undefined)	i
C[C@@H]1CN([C@H](C)CO)C(=O)c2cccc(NC(=O)Nc3ccc(F)cc3)c2O[C@@H]1CN(C)Cc1ccc(C(F)(F)F)cc1	i
CNC[C@H]1Oc2c(NC(=O)c3ccc(-c4nccs4)cc3)cccc2C(=O)N([C@@H](C)CO)C[C@H]1C	i
CC1CC(=O)[C@]2(O)C(C(=O)OCCc3ccc(O)c(O)c3)=CO[C@@H](O[C@@H]3O[C@H](CO)[C@@H](O)[C@H](O)[C@H]3O)[C@H]12 (some centres undefined)	i
CC(C)C[C@@H]1NC(=O)[C@@H]2C[C@H](C(=O)NCc3ccc(F)cc3)[C@H](c3cccc(OCCO)c3)N2C1=O	i
C[C@@H]1CN([C@@H](C)CO)C(=O)Cc2cc(NS(=O)(=O)c3ccc(Cl)cc3)ccc2O[C@@H]1CN(C)CC1CCCCC1	i
OCCN(CCO)c1nc2ccccc2[nH]1	i
COC(C(=O)Nc1ccccc1C(=O)N1CCOCC1)c1ccccc1 (centres undefined)	i
C[C@H](CO)N1C[C@H](C)[C@H](CN(C)Cc2ccncc2)Oc2ccc(NC(=O)NC3CCCCC3)cc2C1=O	i
O=[N+]([O-])c1ccccc1S(=O)(=O)N1CCN(S(=O)(=O)Cc2ccccc2)CC1	i
C[C@@H]1CN([C@H](C)CO)C(=O)c2cc(NS(C)(=O)=O)ccc2O[C@@H](C)CCCCO[C@@H]1CN(C)S(=O)(=O)c1cn(C)cn1	i
Cc1cc(C(=O)Nc2cccc3c2O[C@@H](CN(C)C(=O)NC2CCCCC2)[C@@H](C)CN([C@@H](C)CO)C3=O)n(C)n1	i
COC(=O)[C@H](Cc1ccccc1)N1CC2=C[C@H](C3CC3)n3c(=O)n(C)c(=O)n3[C@@H]2[C@H]1[C@H](O)Cc1ccccc1	i
CNC[C@@H]1Oc2ccc(NC(=O)Cc3cn(C)c4ccccc34)cc2CC(=O)N([C@H](C)CO)C[C@@H]1C	i
CNC[C@H]1Oc2ccc(N(C)C)cc2CC(=O)N([C@H](C)CO)C[C@H]1C	i
C[C@H]1CN([C@@H](C)CO)C(=O)c2cccc(NC(=O)Nc3cccc4ccccc34)c2O[C@@H]1CN(C)C(=O)Nc1cccc2ccccc12	i
C[C@@H]1CN([C@H](C)CO)C(=O)c2cccc(NC(=O)C3CCOCC3)c2O[C@H]1CN(C)C(=O)Nc1ccc(C(F)(F)F)cc1	i
COc1ccc(C2(O)c3ccccc3NC(=O)C2O)cc1 (centres undefined)	i
C[C@H](CO)N1C[C@H](C)[C@H](CN(C)C(=O)Nc2ccccc2)Oc2c(NC(=O)NC3CCCCC3)cccc2C1=O	i
CCCCCCCCCCCCCCCCCCc1ccc(C(=O)/C=C/C(=O)O)cc1	i
CC(=O)Nc1cccc(Cn2cccn2)c1	i
COc1ccccc1N1CCN(CCC(=O)Nc2ccc(Br)c(C)c2)CC1	i
C[C@@H]1CCCCO[C@H](CN(C)C(=O)NC2CCCCC2)[C@@H](C)CN([C@@H](C)CO)C(=O)c2cc(N(C)C)ccc2O1	i
N#Cc1ccccc1OCCCn1cnc2ccccc21	i
O=[N+]([O-])c1ccccc1NCCNS(=O)(=O)c1ccc(Br)cc1	i
Cc1sc(NC(=O)CCn2cnc3ccccc3c2=O)c(C#N)c1C	i
C[C@H](CO)N1C[C@H](C)[C@@H](CN(C)Cc2ccc3c(c2)OCO3)Oc2c(NS(=O)(=O)c3ccc(Cl)cc3)cccc2C1=O	i
C[C@@H]1CN([C@@H](C)CO)C(=O)Cc2cc(NC(=O)CCC(F)(F)F)ccc2O[C@H]1CN(C)C	i
C[C@H](CO)N1C[C@H](C)[C@H](CN(C)C)OCCCC[C@H](C)Oc2ccc(NC(=O)Nc3ccc(F)cc3)cc2C1=O	i
O=C(OC1C=C(CO)C2C(OC3OC(CO)C(O)C(O)C3O)OC=CC12O)c1ccc(O)cc1 (centres undefined)	i
CSc1nsc(SCC(=O)N2CCc3ccccc32)n1	i
NC(=O)C1=C[C@H](c2csc3ccccc23)C[C@H](OCc2ccc(CO)cc2)O1	i
COC(=O)C(CC#Cc1ccc2c(c1)[C@]1(C(=O)N2)[C@H](c2ccccc2OCCO)N2[C@H](c3ccccc3)[C@H](c3ccccc3)OC(=O)[C@H]2[C@@H]1C(N)=O)C(=O)OC	i
O=C(COc1ccccc1[N+](=O)[O-])Nc1ccc(O)c(-c2nc3ccccc3s2)c1	i
C[C@H](CO)N1C[C@H](C)[C@@H](CN(C)C(=O)Nc2ccc3c(c2)OCO3)Oc2c(NC(=O)C3CCOCC3)cccc2C1=O	i
CC(C(=O)Oc1cccc2cccnc12)N1C(=O)c2ccccc2C1=O (centres undefined)	i
C[C@H](CO)N1C[C@H](C)[C@@H](CN(C)C)OCCCC[C@H](C)Oc2ccc(NC(=O)C3CCCCC3)cc2C1=O	i
CCOC(=O)c1c(NC(=O)c2ccc(N(C)S(C)(=O)=O)cc2)sc2c1CCCC2	i
C[C@@H]1CN([C@H](C)CO)C(=O)c2cc(NS(=O)(=O)c3ccccc3)ccc2O[C@@H](C)CCCCO[C@@H]1CN(C)S(=O)(=O)c1cn(C)cn1	i
COc1ccc(OC)c(NC(=O)CSc2nnc(-c3ccccc3)n2-c2ccccc2)c1	i
CCCN(CCC)CC1CCCCN1CCNC(=O)N1c2ccccc2C(=O)Nc2cccnc21 (centres undefined)	i
CNC(=O)[C@H]1O[C@@H](n2cnc3c(NCc4cccc(I)c4)ncnc32)C(O)[C@H]1O (some centres undefined)	i
C[C@@H]1CN([C@H](C)CO)C(=O)CCCn2cc(nn2)CO[C@H]1CN(C)C(=O)c1ccccc1	i
Cc1ccc(S(=O)(=O)NC(=O)CSc2nc3ccccc3s2)cc1	i
C[C@@H]1CN([C@@H](C)CO)C(=O)c2cc(NC(=O)CCN3CCOCC3)ccc2O[C@H]1CN(C)C(=O)Nc1cccc2ccccc12	i
C[C@H](CO)N1C[C@H](C)[C@H](CN(C)Cc2ccc3c(c2)OCO3)Oc2c(NC(=O)C3CCOCC3)cccc2C1=O	i

More results follow:
SMILES	NFkB binder
Cn1c(SCc2nc3ccccc3s2)nnc1-c1cccs1	i
C[C@@H]1CN([C@@H](C)CO)C(=O)c2cc(NS(C)(=O)=O)ccc2O[C@H]1CN(C)S(=O)(=O)c1cccs1	i
C[C@@H]1CN([C@@H](C)CO)C(=O)c2cc(N(C)C)ccc2O[C@@H](C)CCCCO[C@@H]1CN(C)C(=O)CCC(F)(F)F	i
C#Cc1ccc([C@@H]2C=C(C(=O)NCc3ccccc3)O[C@H](OCc3ccc(CO)cc3)C2)cc1	i
C[C@@H]1CN([C@@H](C)CO)C(=O)Cc2cc(NS(=O)(=O)c3cccs3)ccc2O[C@H]1CN(C)S(=O)(=O)c1ccccc1	i
CC(=O)n1cc([C@@H]2C=C(C(=O)NCc3ccccc3)O[C@H](OCc3ccc(CO)cc3)C2)c2ccccc21	i
C[C@H]1CN([C@@H](C)CO)C(=O)c2cc(NC(=O)NC3CCCCC3)ccc2O[C@H]1CN(C)Cc1ccc(C(=O)O)cc1	i
COC(=O)c1ccccc1NC(=O)CNC(=O)c1ccco1	i
Cc1ccc(-c2nc(S(=O)(=O)c3ccc(F)cc3)c(NCc3ccco3)o2)cc1	i
COc1ccc(S(=O)(=O)N(C)C[C@H]2Oc3ccc(NC(=O)c4ccncc4)cc3C(=O)N([C@@H](C)CO)C[C@@H]2C)cc1	i
COc1ccc(NC(=O)N(C)C[C@@H]2Oc3ccc(NS(=O)(=O)c4ccccc4)cc3C(=O)N([C@H](C)CO)C[C@H]2C)cc1	i
C[C@@H]1CN([C@@H](C)CO)C(=O)c2cc(NC(=O)NC3CCCCC3)ccc2O[C@@H]1CN(C)C(=O)Nc1ccc2c(c1)OCO2	i
N#CCCN(CCC#N)C(=O)c1ccco1	i
COC(=O)C[C@@H]1C(C(=O)O)=CO[C@@H](O[C@@H]2O[C@H](CO)[C@@H](O)[C@H](O)[C@H]2O)/C1=C\COC(=O)/C=C/c1ccccc1	i
Cc1ccc(S(=O)(=O)Nc2ccc3c(c2)CC(=O)N([C@H](C)CO)C[C@@H](C)[C@@H](CN(C)Cc2ccncc2)O3)cc1	i
Cc1noc(C)c1NC(=O)N(C)C[C@@H]1Oc2c(NC(=O)C3CCOCC3)cccc2C(=O)N([C@@H](C)CO)C[C@@H]1C	i
C[C@@H]1CN([C@@H](C)CO)C(=O)c2cc(NC(=O)Nc3ccc4c(c3)OCO4)ccc2O[C@@H]1CN(C)S(=O)(=O)c1ccc(F)cc1	i
CCOC(=O)CN(C#N)c1nc(C)cc(C)n1	i
C[C@H](CO)N1C[C@H](C)[C@H](CN(C)C(=O)Nc2ccccc2)Oc2ccc(NC(=O)NC3CCCCC3)cc2CC1=O	i
C[C@@H]1CN([C@@H](C)CO)C(=O)Cc2cc(NC(=O)Cc3ccccc3)ccc2O[C@@H]1CN(C)Cc1ccncc1	i
Cn1cnnc1SCC(=O)c1cc2ccccc2oc1=O	i
CNC[C@@H]1Oc2c(NC(=O)c3cc(C)nn3C)cccc2C(=O)N([C@@H](C)CO)C[C@H]1C	i
COC(=O)c1ccc([C@H]2C=C(C(=O)N3CCN(Cc4ccc5c(c4)OCO5)CC3)O[C@@H](OCc3ccc(CO)cc3)C2)cc1	i
Cc1noc(C)c1NC(=O)Nc1ccc2c(c1)C(=O)N([C@H](C)CO)C[C@H](C)[C@@H](CN(C)C(=O)Nc1c(C)noc1C)O2	i
COC(=O)[C@@]1(Cc2ccccc2N=[N+]=[N-])N=C(c2ccc(OCCCO)cc2)O[C@H]1c1ccccc1	i
CC(=O)O[C@H]1C[C@@H](OC(C)=O)C(C)(C)C2C[C@@H](O)[C@]3(C)C(CC[C@@]4(C)[C@H](c5ccoc5)OC(=O)C5OC543)[C@]21C (some centres undefined)	i
C=C(C)C(=O)O[C@H]1C[C@@]2(C)O[C@@H]2[C@H]2O[C@H]2C(=C)[C@@H](O)[C@H]2OC(=O)C(=C)[C@@H]21	i
C[C@H]1CN([C@@H](C)CO)C(=O)c2cc(NC(=O)Cc3ccccc3)ccc2O[C@@H]1CN(C)CC1CC1	i
Cc1cc(C)cc(Oc2c(C(F)(F)F)oc3cc(OCC(=O)O)ccc3c2=O)c1	+
CC(C)NC(=O)N(C)C[C@@H]1OCCCC[C@H](C)Oc2ccc(NC(=O)CCC(F)(F)F)cc2C(=O)N([C@H](C)CO)C[C@@H]1C	i
C[C@@H](NC(=O)/C(C#N)=C/c1ccc(O)c(O)c1)c1ccccc1	i
C[C@@H]1CN([C@H](C)CO)C(=O)c2cc(NS(=O)(=O)c3cccs3)ccc2O[C@@H]1CN(C)C	i
